PHOSPHO1 block: PubChem AID 1565. Phosphoethanolamine/phosphocholine phosphatase (Homo sapiens), Q8TCT1. recombinant PHOSPHO1, absorbance phosphatase assay. inhibition, % at 13.3 µM. hit rate 1.1% among 290,000; in the data active = inhibition above about 60%
Target sequence (Q8TCT1 whole entry, looked up): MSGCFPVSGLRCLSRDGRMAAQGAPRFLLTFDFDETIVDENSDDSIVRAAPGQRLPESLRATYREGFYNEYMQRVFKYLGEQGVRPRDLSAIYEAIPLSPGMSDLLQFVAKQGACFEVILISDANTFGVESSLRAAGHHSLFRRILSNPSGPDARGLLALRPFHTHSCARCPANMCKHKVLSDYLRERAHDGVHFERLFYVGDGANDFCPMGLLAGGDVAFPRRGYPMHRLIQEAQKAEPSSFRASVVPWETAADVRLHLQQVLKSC
CRFR2-BP ag: agonists of CRF-BP/CRF-R2 complex, primary screen, cell-based, HEK293, calcium dye fluorescence, uHTS; hit rate 0.46% among 350,000; AID 588473, 2011; calcium dye fluorescence (FLIPR); percent of saturating CRF peptide response; CRF-binding protein / CRF receptor 2 complex (human); activation, % at 13.2 µM;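 active = activation of at least 50%, plus an integration ratio under a set limit after plate pattern correction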;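 also: plate controls were neutral control wells without compound for no effect and CRF at EC100 for full effect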
IDE inh: human IDE inhibitors in live cells, primary screen, fluorescence polarization, HEK cells, FAbetaB substrate; FAbetaB cleavage; inhibition, % at 5.59 µM; hit rate 0.41% among 320,000; Insulin-degrading enzyme (Homo sapiens), P14735;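 active = percent inhibition above the average of all tested compounds plus 3 SD, set per screening campaign, cut at about 16% in these data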;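 also: IDE supplied by intact live HEK cells; FP after avidin binding of uncleaved biotin substrate so inhibition keeps polarization high; 0% = DMSO wells and 100% = 60 µM reference IDE inhibitor Ii1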
IDE cell activ: human IDE activators in live cells, primary screen, fluorescence polarization, HEK cells, FAbeta-B substrate | Insulin-degrading enzyme (Homo sapiens), P14735 | FAbeta-B cleavage; 0% vehicle, 100% cell-free pure enzyme wells | activation, % at 5.96 µM | hit rate 0.073% among 340,000;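 active = activation above the mean of all tested compounds plus 3 SD, set per screening campaign, cut at about 17% in these data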
CRFBP-R2 block: antagonists of CRF-BP/CRF-R2 complex, primary screen, cell-based, HEK293, calcium dye fluorescence, uHTS; CRF-induced calcium fluorescence; inhibition, % at 11.8 µM; hit rate 0.59% among 350,000;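 active = inhibition of the ligand-induced calcium signal above about 50% at the single tested concentration, limit read from the data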
p-CIP stab down: p/CIP-EGFP fusion destabilizers, primary screen, fluorescence, F442A cells. hit rate 0.01% among 290,000. Q05BA5. decrease of EGFP signal, % at 10 µM. 16 h;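 active = EGFP signal decrease of at least 30% at 10 µM or well 3 SD below plate mean, unless failing retest; inactive = the rest, including hits failing retest or dose response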; also: some compounds called inactive have numbers as strong as hits; many of its hits are not listed in these tables
MEKK3 PB1 HTS: modulators of MEKK3-MEK5 PB1 binding, primary screen, biochemical, wildtype MEKK3, multiplex bead flow cytometry, Alexa488-MEK5 | Mitogen-activated protein kinase kinase kinase 3 (Homo sapiens), Q99759 | bead-based flow cytometry, Alexa488-MEK5 binding to MEKK3; actives lie on both sides; 0 = blocked by unlabeled MEK5, 100 = vehicle | binding response (% of control), % at 10 µM | hit rate 1.4% among 290,000 | AID 1529, 2009;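 active = binding response more than 3 SD above or below the average of its plate-row segment, actives on both sides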;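 also: Alexa488 bead fluorescence after subtracting the streptavidin-only scavenger bead signal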
CHRM4 PAM: human M4 muscarinic receptor positive allosteric modulators, primary screen, CHO-K1 cells, Fluo-8 calcium fluorescence; Muscarinic acetylcholine receptor M4 (Homo sapiens), P08173; hit rate 0.4% among 360,000; activation, % at 3 µM; CHO-K1 hM4/Gqi5, ACh EC20; 0% = ACh EC20, 100% = maximal ACh;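 active = activation above its plate's cutoff, the mean activation of sample wells plus 3 SD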; also: some results filed as inactive read as strong as hits
Target sequence (P08173 whole entry, looked up): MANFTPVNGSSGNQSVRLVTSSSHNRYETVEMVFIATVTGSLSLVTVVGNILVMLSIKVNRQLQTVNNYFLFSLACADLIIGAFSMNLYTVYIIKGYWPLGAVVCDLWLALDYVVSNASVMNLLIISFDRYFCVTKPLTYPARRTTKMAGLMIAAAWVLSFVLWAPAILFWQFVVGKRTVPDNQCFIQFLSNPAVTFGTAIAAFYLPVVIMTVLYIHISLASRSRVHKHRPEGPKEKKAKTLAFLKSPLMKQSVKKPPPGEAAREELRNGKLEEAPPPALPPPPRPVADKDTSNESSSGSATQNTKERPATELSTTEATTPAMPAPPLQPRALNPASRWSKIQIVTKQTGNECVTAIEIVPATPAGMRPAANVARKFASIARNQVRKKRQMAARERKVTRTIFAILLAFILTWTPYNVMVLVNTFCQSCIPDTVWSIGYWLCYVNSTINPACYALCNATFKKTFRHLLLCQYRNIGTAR
GalR3 antagonist: GalR3 antagonists in HEK293 cells, primary screen, cell-based, fluorescence readout | Galanin receptor type 3 (Homo sapiens), O60755 | HEK293 GalR3-CNG cAMP membrane potential fluorescence; galR3 body fused to GalR1 C-terminus | inhibition, % at 3 µM | hit rate 0.44% among 360,000 | AID 651719, 2012;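 active = inhibition above the screen-wide average plus 3 SD, cut at about 13% in these data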;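 also: forskolin and galanin both at EC90 stimulate the cells; cAMP rise reported by CNG channel membrane potential dye signal; 0% = forskolin plus galanin with DMSO and 100% = forskolin alone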
Target sequence (O60755 1-299 limits assumed): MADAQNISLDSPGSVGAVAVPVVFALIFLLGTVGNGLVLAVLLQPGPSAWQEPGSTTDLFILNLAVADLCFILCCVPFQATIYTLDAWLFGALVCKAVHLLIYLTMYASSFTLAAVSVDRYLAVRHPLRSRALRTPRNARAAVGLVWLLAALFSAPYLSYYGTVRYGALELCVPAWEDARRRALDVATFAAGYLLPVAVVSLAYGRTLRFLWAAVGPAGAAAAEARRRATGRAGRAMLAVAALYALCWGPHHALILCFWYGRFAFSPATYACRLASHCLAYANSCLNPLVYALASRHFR
* hit, by the source's call; . = no result given; [ ] = dose if it differs, or a comment.

SMILES	PHOSPHO1 block	CRFR2-BP ag	IDE inh	IDE cell activ	CRFBP-R2 block	p-CIP stab down	MEKK3 PB1 HTS	CHRM4 PAM	GalR3 antagonist
CC(=O)c1cc2c(cc1NC(=O)CSc1nnc(C)s1)OCO2	-7	-0.2	-4	-3	5	-2	103	1	-7
Cc1ccccc1C(=O)NNC(=O)CN1C(=O)c2ccccc2C1=O	-14	0.1	-4	1	38	-2	135*	9	-5
CCN(CC)S(=O)(=O)c1cc(NC(=O)CSc2nc3c(cc2C#N)C(=O)CC(C)(C)C3)ccc1C	-6	3.4	6	-4	20	6	91	5	0
Clc1ccc(/C=C\c2nccc3c2[nH]c2ccccc23)cc1	-19	0.3	.	-7	-23	4	109	-5	-2
O=[N+]([O-])c1ncccc1OCc1ccc(-c2ccccc2)cc1	36	1.6	0	-4	8	-11	103	-14	-11
Cc1cc(C)c(C)c(S(=O)(=O)N2CCC(C(=O)N3CCCC3)CC2)c1C	.	-0.1	-5	4	-9	.	.	7	-6
CC(=O)N1c2ccccc2Sc2ccc3ccccc3c21	.	-2.9	.	.	17	.	.	-1	-5
O=C(CCCOc1ccc(Cl)cc1Cl)N/N=C\C1CCCCC1	46	0.7	0	1	-46	-9	104	8	5
CC(=O)NS(=O)(=O)c1ccc(NC(=O)CC(C)c2ccccc2)cc1 (stereo unspecified)	30	-3.0	8	1	12	2	109	3	-3
CN(C)C(=S)NC(=S)Nc1ccc2ccccc2c1	.	-3.9	.	-2	-6	.	.	-4	-3
Cc1cc(SCC(=O)c2cccs2)nc2c(C)cccc12	19	5.3	2	9	-11	-4	.	16	-4
COc1ccc(/C(N)=N/OC(=O)CC2CCCCC2)cc1	9	-0.7	-2	-1	-25	-10	103	7	-4
CCOC(=O)c1cc([N+](=O)[O-])c([N+](=O)[O-])cc1NC(C)=O	-5	-3.4	-2	-2	51*	-6	93	2	-6
CCC(C)N(C(=O)Cn1cnc2c1c(=O)n(C)c(=O)n2C)C1CCS(=O)(=O)C1 (stereo unspecified)	.	-0.5	1	1	-9	.	.	-3	1
COc1ccc(C2=Nn3c(nnc3-c3ccccn3)SC2)cc1	23	-2.1	7	3	-16	-2	108	-4	-6
COc1cccc2c1OC1(C)CC2NC(=O)N1c1cccc(C(=O)Nc2ccc3c(c2)OCCO3)c1 (stereo unspecified)	1	0.5	1	6	-7	-11	104	-8	-6
CCOc1cc(/C=C(\C(=O)O)c2ccc(S(=O)(=O)N3CCCC3)s2)ccc1OC	.	1.4	6	4	-8	.	.	12	-2
Cc1cc2n(n1)SC(Nc1cc(Cl)ccc1Cl)N2 (stereo unspecified)	-13	4.0	2	-2	-8	2	97	-3	-3
CCCCNC(=O)Nc1c(C(=O)OCC)[nH]c2ccccc12	-5	-0.2	5	2	9	-7	100	2	-1
COc1ccc(Cl)cc1C(=O)NNC(=O)c1csc(N2CCOCC2)n1	.	-0.1	2	5	-22	.	.	0	-5
Cc1ccc(S(=O)(=O)N2C(=O)CCC2C(=O)N2CCN(C)CC2)cc1 (stereo unspecified)	-17	-1.9	6	6	6	-4	102	7	3
N#Cc1ccsc1NC(=O)CN1CCN(c2ccccc2O)CC1	-5	-1.4	2	2	7	3	64*[inhibitor]	2	0
C=CCOC(=O)C1=C(C)NC(=O)NC1c1cn(-c2ccccc2)nc1-c1cccs1 (stereo unspecified)	10	-0.7	2	1	-84	-14	92	2	-5
COC(=O)C1CC(O)CN1C(=O)c1ccco1 (stereo unspecified)	7	-0.9	0	4	1	-4	103	18	-7
COC(=O)CNC(=O)C1CCCN1C(=O)CNC(=O)OCc1ccccc1 (stereo unspecified)	.	-0.1	-1	2	-13	0	101	-2	-4

(continued)
SMILES	PHOSPHO1 block	CRFR2-BP ag	IDE inh	IDE cell activ	CRFBP-R2 block	p-CIP stab down	MEKK3 PB1 HTS	CHRM4 PAM	GalR3 antagonist
COc1ccc(NC(=O)NCCCN2CCN(c3ccccc3F)CC2)cc1	37	-1.8	-5	8	-15	0	96	7	-1
Cc1nn(Cc2ccccc2Cl)c(Cl)c1C(=O)NCCc1ccccc1	-20	-1.1	-1	-4	14	5	99	-2	-4
Cc1onc(-c2ccccc2Cl)c1C(=O)NNC(=O)C1CCN(Cc2ccccc2)CC1	6	-1.2	-2	0	-6	-1	104	-5	0
Cc1cc(C)c(OCC(=O)Nc2nnc(-c3ccco3)o2)c(C)c1	11	2.4	4	3	7	-5	94	-9	1
CCOc1ccccc1NC(=O)COC(=O)c1cc[n+]([O-])cc1	34	-0.4	1	1	13	-11	87	5	-6
O=C(c1ccccc1)c1ccc(O)c(O)c1O	.	0.0	.	-1	14	.	.	1	0
Clc1ccc2nc(CSc3nnc4ccccn34)cn2c1	60*	0.3	2	0	2	0	94	8	-3
O=S(=O)(Nc1ccccn1)c1ccc(Cl)cc1	-11	-0.5	0	3	6	2	99	1	-7
O=C(NN1C(=O)C2C(C1=O)C1C=CC2C12CC2)c1ccccc1 (stereo unspecified)	20	-4.7	-2	-4	3	-4	109	-1	-8
COC(=O)[C@@]12CCCCN1[C@H](c1ccc(-c3ccc(Cl)c(Cl)c3)c(OC)c1)[C@@H]1C(=O)N(C)C(=O)[C@@H]12	.	6.8	.	5	-24	.	.	-3	-2
CC(C)(C)NC(=O)CSc1nc2cccnc2n1C1CCCCC1	22	-0.7	3	-3	1	-2	109	2	-11
c1ccc(-c2ccccc2OCCOCCN2CCc3ccccc3C2)cc1	39	0.5	-1	6	-50	13	72	-10	-1
CCOC(=O)C(Cc1ccccc1)NC(=O)CCc1nnc2ccc(N3CCCCC3)nn12 (stereo unspecified)	37	-5.1	7	3	0	-6	98	-5	8
O=C(CCN1C(=O)c2cccc3cccc(c23)C1=O)Nc1ccon1	-5	-3.8	5	3	-13	-8	103	3	0
CCC(c1nnc(SCC(=O)Nc2cc(C)on2)o1)N(C)C (stereo unspecified)	.	2.9	2	-3	1	.	.	-5	2
COc1ccccc1OCCCC(=O)Nc1ccc([N+](=O)[O-])cc1Br	25	1.1	2	1	0	-7	99	1	2
Cc1ccc(-c2nc(CSCC(=O)N3CCN(c4ccccn4)CC3)c(C)o2)cc1	38	-4.1	-1	2	-10	-16	102	-12	9
O=C(c1cccc(Cl)c1)N1CCC2CC1c1cc(-c3ccc(F)cc3)ccc12 (stereo unspecified)	.	2.6	.	4	7	.	.	-2	-6
COc1ccc(/C=N/NC(=O)c2cccnc2)cc1CN1CCc2ccccc2C1	-1	-1.4	4	.	-6	2	104	-10	1
Cc1cc(NC(=O)C(C)C)ncc1NC(=O)c1ccccn1	32	-4.8	-3	-4	0	2	102	3	-1
CC(C)C[C@H](NC(=O)NC(C)C)C(=O)O	20	-1.0	-1	0	-11	-3	89	3	-7
Cc1ccccc1NC(=O)OCc1cccnc1Oc1ccc(Cl)cc1	28	0.6	3	6	25	-2	83	-12	-5
Cc1ccc(C)c(NS(=O)(=O)c2c(C)nn(C)c2C)c1	24	1.4	-2	2	1	2	99	4	0
COc1cccc(N2CC(C(=O)Nc3nnc(SCc4cccnc4)s3)CC2=O)c1 (stereo unspecified)	-11	-1.6	-3	-1	-12	-10	101	15	-2
Cc1cc(C)c(C#N)c(SCc2cn3c(C)cccc3n2)n1	-10	-1.5	7	3	8	-7	103	-8	-3

Compound profiles, as listed above. Values in the order: PHOSPHO1 block | CRFR2-BP ag | IDE inh | IDE cell activ | CRFBP-R2 block | p-CIP stab down | MEKK3 PB1 HTS | CHRM4 PAM | GalR3 antagonist
COc1ccc(/C=N/NC(=O)c2cccnc2)cc1CN1CCc2ccccc2C1 across the screens: -1 | -1.4 | 4 | . | -6 | 2 | 104 | -10 | 1
Cc1ccccc1NC(=O)OCc1cccnc1Oc1ccc(Cl)cc1 across the screens: 28 | 0.6 | 3 | 6 | 25 | -2 | 83 | -12 | -5
O=S(=O)(Nc1ccccn1)c1ccc(Cl)cc1 across the screens: -11 | -0.5 | 0 | 3 | 6 | 2 | 99 | 1 | -7
Cc1cc(C)c(C#N)c(SCc2cn3c(C)cccc3n2)n1 across the screens: -10 | -1.5 | 7 | 3 | 8 | -7 | 103 | -8 | -3
O=C(NN1C(=O)C2C(C1=O)C1C=CC2C12CC2)c1ccccc1 (stereo unspecified) across the screens: 20 | -4.7 | -2 | -4 | 3 | -4 | 109 | -1 | -8

(continued)
SMILES	PHOSPHO1 block	CRFR2-BP ag	IDE inh	IDE cell activ	CRFBP-R2 block	p-CIP stab down	MEKK3 PB1 HTS	CHRM4 PAM	GalR3 antagonist
CCC(=O)NC(c1cc(Cl)c2ccccc2c1O)C(C)C (stereo unspecified)	.	-2.8	4	-4	6	.	.	7	-1
CCOC(=O)c1oc2ccccc2c1NC(=O)C1CCCCC1	-10	13	0	0	-7	-3	97	-14	.
CCOc1ccc(C)cc1S(=O)(=O)Nc1cccnc1	.	-1.9	3	3	33	.	105	0	2
CCn1c(=O)n(CC(=O)N2CC(C)CC(C)C2)c(=O)c2ccccc21 (stereo unspecified)	14	-1.9	2	-1	-27	0	98	10	-6
COCc1nnc(NC(=O)c2ccc(S(=O)(=O)N3CCOCC3)cc2)o1	48	5.5	-7	-3	-9	0	98	-1	1
CCCc1cc(=O)oc2c(C)c(OCC(=O)Nc3cccnc3)ccc12	18	0.1	6	4	9	3	98	-5	-2
CSc1ccc(S(=O)(=O)Nc2c(C)cccc2C)cc1	-23	-0.2	0	3	0	-13	94	-6	-2
C=CCn1c(SCC(=O)O)nnc1-c1cccs1	3	1.6	-3	5	-3	6	107	6	-4
Cc1ccc(CNC(=O)C2CCN(S(=O)(=O)N3CC(C)CC(C)C3)CC2)cc1 (stereo unspecified)	-27	-3.2	-2	1	-2	-11	99	6	-10
N/C(=N\NC(=O)c1ccc(Cl)cc1)c1cnccn1	22	3.7	5	6	0	0	103	8	-1
CCN(CC)c1nc(Nc2ccccc2)nc(Oc2ccc(=O)n(C)n2)n1	5	1.5	-1	5	-18	0	103	1	-3
Cc1ccccc1CS(=O)(=O)CCC(=O)NCc1ccccn1	18	0.0	0	-3	-16	0	100	14	-1
CCCn1nnnc1SCC(=O)NCc1cccs1	-8	0.6	3	3	21	8	107	1	-2
O=C(N/N=C/c1ccc(-c2ccccc2[N+](=O)[O-])o1)c1cncc(Br)c1	9	-1.4	4	1	45	-5	109	-1	-4

Among those listed so far, these have a nitro group on carbon:
SMILES	PHOSPHO1 block	CRFR2-BP ag	IDE inh	IDE cell activ	CRFBP-R2 block	p-CIP stab down	MEKK3 PB1 HTS	CHRM4 PAM	GalR3 antagonist
O=[N+]([O-])c1ncccc1OCc1ccc(-c2ccccc2)cc1	36	1.6	0	-4	8	-11	103	-14	-11
CCOC(=O)c1cc([N+](=O)[O-])c([N+](=O)[O-])cc1NC(C)=O	-5	-3.4	-2	-2	51*	-6	93	2	-6
COc1ccccc1OCCCC(=O)Nc1ccc([N+](=O)[O-])cc1Br	25	1.1	2	1	0	-7	99	1	2
O=C(N/N=C/c1ccc(-c2ccccc2[N+](=O)[O-])o1)c1cncc(Br)c1	9	-1.4	4	1	45	-5	109	-1	-4

Screening results (PubChem BioAssay)
